TbMetRS inhib = blocks T. brucei methionyl-tRNA synthetase activity | purified T. brucei MetRS, ATP depletion, Kinase-Glo luminescence | inhibition, % at 11.9 µM | 360,000 compounds, 0.4% hits | AID 624268;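 active = inhibition above a per-plate cutoff of the control wells' mean inhibition plus 3 SD, cut at about 5.5% in these data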;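 note: 0% = DMSO wells median and 100% = median of wells with control inhibitor compound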
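Assay system: T. brucei methionyl-tRNA synthetase, purified | Medium: HEPES buffer with MgCl2, KCl, DTT, spermine, BSA, pyrophosphatase | Compound: 11.9 µM single point | Incubation: 15 min enzyme-compound preincubation, 2 h reaction, 10 min detection, 25 °C | Measured by: Kinase-Glo luciferase luminescence reporting remaining unconsumed ATP | Measure: % inhibition normalized to control-well medians | Replication: Singlicate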
SKN-1 block = inhibitors of C. elegans SKN-1; 360,000 compounds, 0.49% hits; C. elegans VP596 Pgst-4::GFP/RFP ratio, acrylamide-induced, 24 h; AID 624304; inhibition, % at 21.8 µM;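 active = interference check ratio from 0.5 to 1.5 plus GFP to RFP signal ratio inhibition reaching or exceeding a fixed threshold, cut at about 30% in these data, passing the limit was not always enough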; note: some compounds called inactive have numbers as strong as hits
Scp-1 inhibitor = blocks human Scp-1 phosphatase activity. Q9GZU7. Recombinant Scp1, phosphopeptide, malachite green phosphate absorbance. inhibition, % at 20 µM. 340,000 compounds, 0.88% hits;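 active = inhibition above about 50% at 20 µM, limit read from the data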;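 note: plate controls were DMSO wells with enzyme for no effect and wells lacking enzyme for full effect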
Target sequence (Q9GZU7 76-261 limits assumed): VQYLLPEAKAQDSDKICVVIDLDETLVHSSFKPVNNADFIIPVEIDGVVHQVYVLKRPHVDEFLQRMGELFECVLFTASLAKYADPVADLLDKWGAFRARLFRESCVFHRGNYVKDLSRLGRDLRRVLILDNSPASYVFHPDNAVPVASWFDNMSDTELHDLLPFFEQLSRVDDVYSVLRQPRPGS
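System: truncated SCP-1 phosphatase (76-261aa); medium: Tris acetate buffer pH 5.5 with MgCl2 and Tween-20; incubation: 45 min room-temperature reaction, 5 min colour, 30 min stabiliser; compound: single 20 µM dose, 1% DMSO; reagent: Phosphorylated 17-residue peptide substrate; read-out: % inhibition at 20 µM; technique: colorimetric free-phosphate detection, absorbance 630 nm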
LMPTP inh = LMPTP (human) inhibition; 360,000 compounds, 0.22% hits; AID 651560; inhibition, % at 20 µM; recombinant LMPTP-A, OMFP fluorogenic substrate, fluorescence intensity;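 active = compounds that cut the enzyme signal by at least half of the control window in the single-dose screen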;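 note: plate controls were DMSO wells with enzyme plus substrate for no effect and substrate without enzyme for full effect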
Target sequence (P24666 whole entry, looked up): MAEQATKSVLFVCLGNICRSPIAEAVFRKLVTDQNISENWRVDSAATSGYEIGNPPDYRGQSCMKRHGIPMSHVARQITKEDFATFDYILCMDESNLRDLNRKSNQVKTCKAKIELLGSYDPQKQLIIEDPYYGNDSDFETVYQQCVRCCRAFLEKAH
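Buffer or medium: Bis-Tris pH 6.0, DTT, detergent; Assay system: LMPTP-A enzyme; Quantity: 0.625 nM enzyme; Detection: endpoint fluorescence intensity; Times: 50 min dark incubation at room temperature; Controls: substrate-only low control, DMSO enzyme-plus-substrate high control; Doses: single 20 µM dose; Read-out: percent inhibition versus substrate-only and uninhibited controls; Reagent: 400 µM OMFP.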
Neddylation inh = cullin neddylation inhibition | 360,000 compounds, 0.58% hits | P61081+Q13564 | calls only at 25 µM | TR-FRET cullin neddylation, biochemical; in the data active = inhibition above about 36%
Target sequence (P61081 whole entry, looked up): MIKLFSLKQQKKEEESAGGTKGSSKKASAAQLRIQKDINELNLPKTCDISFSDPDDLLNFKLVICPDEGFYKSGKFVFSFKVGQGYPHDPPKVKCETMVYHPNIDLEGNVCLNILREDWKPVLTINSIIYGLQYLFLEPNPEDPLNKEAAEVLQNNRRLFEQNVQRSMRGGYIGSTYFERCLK
Target sequence (Q13564 whole entry, looked up): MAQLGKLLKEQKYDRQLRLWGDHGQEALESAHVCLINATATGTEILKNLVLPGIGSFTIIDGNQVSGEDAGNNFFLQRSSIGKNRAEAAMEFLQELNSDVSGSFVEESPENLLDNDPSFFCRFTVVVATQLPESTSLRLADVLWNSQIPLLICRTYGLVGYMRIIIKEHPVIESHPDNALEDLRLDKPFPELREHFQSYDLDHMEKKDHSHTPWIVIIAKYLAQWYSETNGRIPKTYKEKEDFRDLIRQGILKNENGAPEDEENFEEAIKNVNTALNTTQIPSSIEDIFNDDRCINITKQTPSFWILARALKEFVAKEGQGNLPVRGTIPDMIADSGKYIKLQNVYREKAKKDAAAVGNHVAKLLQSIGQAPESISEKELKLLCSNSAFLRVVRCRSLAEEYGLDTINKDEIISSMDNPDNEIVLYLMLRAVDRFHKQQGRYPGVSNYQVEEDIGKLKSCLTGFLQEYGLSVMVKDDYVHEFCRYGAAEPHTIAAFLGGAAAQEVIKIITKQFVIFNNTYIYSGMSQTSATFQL
NadD block = blocks S. aureus nicotinate mononucleotide adenylyltransferase. purified NadD enzyme, colorimetric absorbance read-out. AID 602399. inhibition, % at 20 µM. 360,000 compounds, 0.78% hits; in the data active = inhibition above about 26%; note: some compounds past the cut are filed as inactive
SUMO1 PPI mod = modulators of human SUMO1-mediated protein-protein interactions; P63165; SUMO1 binding to a labelled peptide, TR-FRET, 1 h; inhibition, % at 20 µM; 360,000 compounds, 0.33% hits; AID 602429; in the data active = inhibition above about 37%
DNMT1 inh = DNMT1 (human) enzyme inhibition; P26358; DNMT1 molecular beacon, Hinp1I cleavage, fluorescence; inhibition (reported as % activation of signal), % at 10 µM; 360,000 compounds, 0.83% hits; AID 588458; in the data active = inhibition above about 50%
STEP inh = STEP (human) phosphatase inhibition | P54829 | recombinant STEP, OMFP fluorogenic substrate, fluorescence | inhibition, % at 20 µM | 360,000 compounds, 0.25% hits | AID 588621;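 active = inhibition at 20 µM, scaled per plate between control wells, above about 37%, limit read from the data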;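 note: 0% = DMSO with enzyme and substrate and 100% = substrate only without enzyme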
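Material: STEP (striatal-enriched tyrosine phosphatase) enzyme, cell-free | Medium: 50 mM Bis-Tris pH 6.0 with 2.5 mM DTT and 0.005% Tween 20 | Read-out: Percent inhibition scaled to no-enzyme and uninhibited-enzyme controls, plate-pattern corrected | Signal: Fluorescence read at 480 nm ex / 540 nm em | Times: 20 min reaction, room temperature, in the dark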
CendR NRP1 mod = modulators of CendR peptide binding to human neuropilin-1; O14786; FAM-RPARPAR peptide binding to NRP-1, fluorescence polarization; inhibition, % at 25 µM; 360,000 compounds, 0.85% hits; AID 602438;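 active = inhibition or corrected inhibition above about 18%, plus a signal ratio from 0.5 to 1.5, limit read from the data, passing the limit was not always enough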; note: strong numbers were not always called active
The depositor's hits bear a star; i = inactive; · = no result given. Compounds as they come, and some 4.6% of all compounds hit somewhere here.

SMILES	TbMetRS inhib	SKN-1 block	Scp-1 inhibitor	LMPTP inh	Neddylation inh	NadD block	SUMO1 PPI mod	DNMT1 inh	STEP inh	CendR NRP1 mod
N#CC1=C(S)N(c2ccccc2)C(c2ccc(-c3cccc(Cl)c3)o2)NC1=O (centres undefined)	-0.1	7	-7	1.3	i	42*	-3	-19	6	-34
COC(=O)c1ccc(CNC(=O)COC(=O)c2cc(Cl)ccc2O)cc1	0.0	-13	-9	-0.5	i	-9	-8	9	2	7
CC(CNC(=O)Cn1ccc2cc(S(=O)(=O)N3CCCC3)ccc21)c1ccccc1 (centres undefined)	-0.6	21	-12	-0.8	i	-4	-4	-1	0	1
COc1cc(C2CC(=O)c3c(ccc4ccccc34)N2)ccc1O (centres undefined)	-0.3	-3	-3	-0.5	i	3	-15	0	-2	7
COc1ccc(/C=C2/C(=N)N3N=C(CC(=O)N4CCCC4)SC3=NC2=O)cc1OC	0.5	22	-2	-1.4	i	7	0	1	0	-17
Cc1ccc(S(=O)(=O)N(C)C)cc1NC(=O)Cn1c(CN2CCOCC2)nc2ccccc2c1=O	0.1	7	-3	-0.7	i	7	0	1	-3	3
Cc1ccccc1N1C(=O)C2C3CCC(O3)C2C1=O (centres undefined)	-0.1	-3	-10	-2.9	i	-4	1	0	0	-4
Cc1nc(Cl)cc(N/N=C/c2ccc(O)cc2O)n1	-0.4	-3	-7	0.3	i	0	-9	3	-2	-6
CC(=O)c1ccc(OCCCC(=O)OCC(=O)N2CCN(c3ccccc3)CC2)cc1	-0.1	-9	1	-0.4	i	-4	-2	-1	-2	0
O=C(NCc1ccccn1)c1cc(-c2ccc(Cl)cc2)nc2ccccc12	-0.1	-3	-10	1.0	i	5	-12	-5	0	-5
O=c1cc(N2CCc3ccccc3C2)[nH]c(=O)n1Cc1ccc(F)cc1	-0.3	0	-8	0.2	i	1	3	-10	-1	-44
O=C(Nc1ccccc1O)C(c1ccccc1)c1ccccc1	-0.3	19	-9	-0.8	i	-7	-2	-6	6	-6
CCCOc1ccc2cc(-c3ccccn3)c(=O)oc2c1	-1.1	45*	-4	-0.5	·	-3	-12	0	2	-1
Cc1cc(C)c(NC(=O)CN(C)C(=O)c2ccc(OCc3ccccc3)cc2)c(C)c1	0.2	5	1	-0.5	i	-7	0	2	0	-3
COc1ccc(C)cc1NC(=O)c1cccc(C(=O)Nc2cc(C)ccc2OC)c1	-1.2	-4	-11	1.8	i	-8	9	-2	-2	33*
CCOc1ccc(C(=O)NC2CCN(C(=O)N3CCCC3)CC2)cc1	-0.1	-6	3	-2.0	i	-6	1	-4	7	-1
Cc1ccc(NC(=O)NCC2CC2(Cl)Cl)cc1 (centres undefined)	-0.1	15	-7	1.8	i	6	-3	1	-1	-1
COc1ccc(SCCc2ccncc2)cc1	-1.1	-2	4	-1.2	i	1	-1	2	-1	11
COc1ccccc1NS(=O)(=O)c1cc(NC(=O)CN2C(=O)NC3(CCCC3)C2=O)ccc1C	-0.6	5	-2	0.7	i	-4	8	0	-2	-8
Fc1cccc(NC(=S)N2CCN(c3ccccn3)CC2)c1	-1.1	-28	-7	-1.7	i	3	7	0	2	-6
COc1ccc2nc3oc(C(=O)NCc4cccs4)cc3cc2c1	-1.4	-7	3	2.0	·	9	-2	27	-10	-10
COc1ccc(Cn2c(C)nc3ccc([N+](=O)[O-])cc3c2=O)cc1	-0.2	8	26	0.7	i	-2	-34	-6	0	1
Cc1cc(C)c(C(=O)c2ccccc2C(=O)O)c(C)c1	0.2	7	·	-2.3	i	6	-1	-8	0	1
CC(C)C(=O)N1CCN(c2ccccc2NC(=S)NC(=O)c2ccco2)CC1	-0.7	-28	0	-0.2	i	-1	4	-9	7	6
c1ccc(NCc2ccncc2)cc1	-0.8	7	-4	-0.7	i	-7	2	0	-2	0
COc1ccc(F)c(CN2CCN(CCc3ccccc3)C(CCO)C2)c1 (centres undefined)	-1.7	7	7	-3.1	i	-4	3	2	-1	-19
CC1(C)OC(=O)N(CCC(=O)Nc2cccc(F)c2)C1(C)O (centres undefined)	-0.4	10	-12	-1.7	i	-2	0	-1	1	-8
Cc1ccc(OCCOc2ccc(Cl)cc2Cl)c([N+](=O)[O-])n1	2.0	10	-21	3.6	i	-5	-22	-3	-3	-9
Cn1c(=O)c(=O)n(C)c2cc(S(=O)(=O)N3CCC(Cc4ccccc4)CC3)ccc21	0.2	-10	3	-3.4	i	4	2	14	0	-3
COc1ccc(CCN2C(=O)C(Oc3ccccc3C)C2c2ccc3c(c2)OCO3)cc1 (centres undefined)	-1.0	1	-19	2.9	i	-2	-1	-1	3	5

Another view of some results above:
compound | TbMetRS inhib | SKN-1 block | Scp-1 inhibitor | LMPTP inh | Neddylation inh | NadD block | SUMO1 PPI mod | DNMT1 inh | STEP inh | CendR NRP1 mod
Cc1cc(C)c(C(=O)c2ccccc2C(=O)O)c(C)c1 | 0.2 | 7 | · | -2.3 | i | 6 | -1 | -8 | 0 | 1
CC(C)C(=O)N1CCN(c2ccccc2NC(=S)NC(=O)c2ccco2)CC1 | -0.7 | -28 | 0 | -0.2 | i | -1 | 4 | -9 | 7 | 6
c1ccc(NCc2ccncc2)cc1 | -0.8 | 7 | -4 | -0.7 | i | -7 | 2 | 0 | -2 | 0

Remaining list, next part.
SMILES	TbMetRS inhib	SKN-1 block	Scp-1 inhibitor	LMPTP inh	Neddylation inh	NadD block	SUMO1 PPI mod	DNMT1 inh	STEP inh	CendR NRP1 mod
COc1ccccc1CN(C)CC(=O)Nc1cccc2ccccc12	0.2	-25	22	-3.5	i	-4	10	-2	-1	5
COc1ccccc1CNC(=O)CN(C)S(=O)(=O)c1ccc2c(c1)c(=O)n(C)c(=O)n2C	-0.6	1	5	-1.5	i	-3	2	0	0	1
CCn1c(=O)c2sccc2n(CC(=O)NC2CCCCC2)c1=O	-0.4	14	-7	-1.3	i	-2	8	0	-1	5
CCn1cc(CN2CCC(n3nccc3NC(=O)CCCc3ccccc3)CC2)c(C)n1	-0.2	-5	-6	-1.5	i	-5	2	2	-3	-4
CCOC(=O)N1CCN(S(=O)(=O)c2ccc3[nH]c(=O)oc3c2)CC1	-0.4	14	6	-0.9	i	-3	0	3	0	7
CCOc1ccc(C2C3=C(CC(C)(C)CC3=O)N(CC(=O)O)C3=C2C(=O)CC(C)(C)C3)cc1OCC	-0.5	-21	-10	-1.5	i	-3	-10	-1	-1	0
Cc1ccc(Nc2nc(N)nc(CSc3ncccn3)n2)cc1	-0.4	-10	6	-0.7	i	-1	1	2	-1	4
CSCCC(C(=O)Nc1c(C)cccc1C)n1c(-c2cc(C)cs2)nc2ccccc21 (centres undefined)	-0.4	-7	·	1.2	i	·	-4	·	·	-4
CCCC1=C(C(=O)OCC)C(c2c(C)nn(-c3ccccc3)c2Cl)C(C#N)=C(N)O1 (centres undefined)	-0.2	7	-11	-0.7	i	-1	-4	-11	-1	10
COc1cccc(NC(=O)C2COc3ccccc3O2)c1 (centres undefined)	-1.7	4	-6	-1.8	i	-2	7	0	1	10
CC1CCCN(c2cc3c(cc2[N+](=O)[O-])C(=O)N(c2ccccc2)C3=O)C1 (centres undefined)	-0.1	11	-10	-0.9	i	-8	-22	2	1	-1
Cc1ccc(C(=O)NCCn2cc(SCC(=O)Nc3nnc(C)s3)c3ccccc32)cc1	-0.3	-6	-1	-0.4	i	0	1	-1	1	-19
CC(C)OC(=O)C(CC(=O)O)N1CCOCC1 (centres undefined)	-0.7	-5	4	-1.2	i	-6	5	1	1	14
COc1cc(OC)cc(-c2nnc(SCC(=O)N3c4ccccc4Sc4ccccc43)o2)c1	-0.5	-12	-13	-1.6	i	1	-1	-7	-1	5
O=C(NC(c1ccc(Cl)cc1)c1ccccn1)C1CCN(CCOc2ccc(Cl)cc2Cl)CC1 (centres undefined)	0.7	9	·	0.6	i	-2	1	-13	2	-6

3 entries from above, as labelled records:
> COc1ccccc1CN(C)CC(=O)Nc1cccc2ccccc12
  TbMetRS inhib = 0.2 | SKN-1 block = -25 | Scp-1 inhibitor = 22 | LMPTP inh = -3.5 | Neddylation inh = i | NadD block = -4 | SUMO1 PPI mod = 10 | DNMT1 inh = -2 | STEP inh = -1 | CendR NRP1 mod = 5
> COc1ccccc1CNC(=O)CN(C)S(=O)(=O)c1ccc2c(c1)c(=O)n(C)c(=O)n2C
  TbMetRS inhib = -0.6 | SKN-1 block = 1 | Scp-1 inhibitor = 5 | LMPTP inh = -1.5 | Neddylation inh = i | NadD block = -3 | SUMO1 PPI mod = 2 | DNMT1 inh = 0 | STEP inh = 0 | CendR NRP1 mod = 1
> CCn1c(=O)c2sccc2n(CC(=O)NC2CCCCC2)c1=O
  TbMetRS inhib = -0.4 | SKN-1 block = 14 | Scp-1 inhibitor = -7 | LMPTP inh = -1.3 | Neddylation inh = i | NadD block = -2 | SUMO1 PPI mod = 8 | DNMT1 inh = 0 | STEP inh = -1 | CendR NRP1 mod = 5

Other compounds
SMILES	TbMetRS inhib	SKN-1 block	Scp-1 inhibitor	LMPTP inh	Neddylation inh	NadD block	SUMO1 PPI mod	DNMT1 inh	STEP inh	CendR NRP1 mod
O=C(O)c1ccc(NS(=O)(=O)c2ccc(Cl)c(C(=O)Nc3ccccc3[N+](=O)[O-])c2)cc1	-0.4	-9	-5	-1.6	i	-8	6	2	-2	-11
O=C(c1ccncc1)N1CCN(S(=O)(=O)c2cccc(F)c2)CC1	-0.3	2	-5	-0.4	i	-8	-1	2	-2	10
COc1ccccc1/C=C/C=N/NC(=O)Cc1cccs1	-0.6	-6	-6	-0.8	i	-8	-12	0	1	-4
NS(=O)(=O)c1ccc2nc(NC(=O)c3ccc4ncsc4c3)sc2c1	-0.3	-1	-7	1.3	i	9	3	5	0	7
COc1cccc(C(=O)OCC(=O)Nc2sc3c(c2C(N)=O)CCC3)c1O	-0.2	3	62*	11	i	1	34	48	5	-48
CN1CCN(C(c2cccc(Cl)c2)c2ccccc2Cl)CC1 (centres undefined)	-1.3	5	-7	-0.7	i	-6	-2	1	-3	-1
CCOCc1nc(N)[nH]c(=O)c1Cc1ccc(OC(C)C)cc1	-0.2	-28	4	-1.3	i	-1	2	0	-4	6
Cc1ccc(NC(=O)CSc2nnc(C3COc4ccccc4O3)o2)c(Cl)c1 (centres undefined)	0.1	11	-7	-0.5	i	-2	-1	-1	0	-4
COc1ccc(N2CCN(C(=O)c3ccc(CS(=O)c4cccc(C)c4)o3)CC2)cc1 (centres undefined)	0.2	10	-6	-2.5	i	8	-1	-1	1	0

Source: PubChem (several laboratories)
